# RORgamma inh: qHTS for inhibitors of ROR gamma transcriptional activity | Drosophila S2 Gal4-RORgamma UAS-luciferase reporter, 20 h | Potency, µM (doses to about 53.6 µM), for the others: at the top dose activity change, negative = inhibition, usual class: inhibitors | hit rate 5.4% among 310,000 | AID 2551, 2010; also: potency is read from the fitted curve at half-maximal effect; % is scaled to controls: 0 for no effect and ±100 for the full control effect; nearly all actives have a fitted effect of over 60% in size
# Target sequence (P51450 whole entry, looked up, the tested form may be a part): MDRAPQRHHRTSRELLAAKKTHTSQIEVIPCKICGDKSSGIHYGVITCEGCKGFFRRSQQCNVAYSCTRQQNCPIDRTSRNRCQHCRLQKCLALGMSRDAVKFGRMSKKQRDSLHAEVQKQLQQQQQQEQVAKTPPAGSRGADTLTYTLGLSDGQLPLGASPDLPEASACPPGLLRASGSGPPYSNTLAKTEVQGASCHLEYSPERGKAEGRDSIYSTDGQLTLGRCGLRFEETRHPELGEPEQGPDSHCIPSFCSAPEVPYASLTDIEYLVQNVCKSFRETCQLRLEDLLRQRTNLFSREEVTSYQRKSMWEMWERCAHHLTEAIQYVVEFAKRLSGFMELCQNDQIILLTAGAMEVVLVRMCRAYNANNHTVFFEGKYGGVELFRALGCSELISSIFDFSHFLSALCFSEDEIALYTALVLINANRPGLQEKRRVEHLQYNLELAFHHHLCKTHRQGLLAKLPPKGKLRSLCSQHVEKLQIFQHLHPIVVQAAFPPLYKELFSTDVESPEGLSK
#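 Compounds are pin-transferred onto Drosophila Schneider cells expressing a copper-inducible Gal4–ROR gamma transactivation domain fusion. After 1 hr, copper sulfate is added to 700 uM final; luciferase is read 20 hr later.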
# FLuc modulator: qHTS profiling assay for firefly luciferase inhibitor/activator using purifed enzyme and Km concentrations of substrates (counterscreen for miR-21 project); hit rate 6.9% among 360,000; Potency, µM (top dose mostly 57.5 µM), inactives show at the top dose activity change, negative = inhibition, hits mostly inhibitors; purified FLuc, Km substrates, luminescence inhibition; Luciferin 4-monooxygenase (Photinus pyralis), P08659;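 also: potency is read from the fitted curve at half-maximal effect; plate controls were vehicle for no effect and reference inhibitor for full effect; nearly all actives have a fitted effect of over 55% in size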
#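 Biochemical qHTS of compounds, final roughly 60 µM downward over six points, against 10 nM purified firefly luciferase using Km concentrations of substrates (10 uM D-luciferin, 10 uM ATP) in Tris acetate pH 7.5 buffer; luminescence output.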
# KCNH2 3.1 inh: qHTS for Inhibitors of KCHN2 3.1: Mutant qHTS; U2OS KCNH2 3.1, thallium flux FluxOr; hits give low values; activity change, % (tested at about 1.8 µM); hit rate 0.95% among 340,000;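 active = maximum activity change below -70%; inconclusive = maximum activity change from -70% to -50%; inactive = maximum activity change above -50%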;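 also: thallium influx rate constant from kinetic fluorescence after stimulation buffer; % is scaled to controls: 0 for no effect and ±100 for the full control effect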
#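 Thallium flux via FluxOr fluorescence (Red40 quencher, 45 min loading) in U2OS cells virally expressing the KCNH2 3.1 isoform (1.77 x 10^8 /mL virus, overnight at 37 C). Rate constants from 2-min kinetic reads post-stimulation, normalised to positive and negative controls.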
# NPC1 prom act: qHTS Assay for NPC1 Promoter Activators. Huh7 NPC1 promoter luciferase reporter, 24 h. Potency, µM (highest dose often 9.22 µM), inactives show top-dose activation, usual class: activators. hit rate 2.4% among 320,000;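 also: potency is read from the fitted curve at half-maximal effect; % of control where 0% means no effect; nearly all actives have a fitted effect of over 60% in size; reporter is driven by a mutant NPC1 promoter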
#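 Luminescence from an NPC1 promoter-driven luciferase reporter in stably transfected Huh7 cells was measured after 24 h compound treatment at 37 °C, followed by 10 min ambient incubation with luciferase detection reagent.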
# Rab9 promoter act: qHTS Assay for Rab9 Promoter Activators | AID 485297, 2010 | Huh7 Rab9 promoter-luciferase reporter, luminescence, 24 h | hit rate 2.8% among 320,000 | Potency, µM (titrated, usually from 9.22 µM), without a hit: top-dose activation, negative = inhibition, most hits filed as activators; also: potency is read from the fitted curve at half-maximal effect; % of control where 0% means no effect; nearly all actives have a fitted effect of over 60% in size
#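 Huh7 cells stably carrying a Rab9 promoter-luciferase reporter, 1500 cells per well in OP-MEM I with 10% FBS, treated with compound 24 hours at 37C. Luciferase activity read by luminescence after 10 minutes with Amplite reagent.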
# PKM2 activator: qHTS Assay for Activators of Human Muscle isoform 2 Pyruvate Kinase | purified PKM2, Kinase-Glo ATP luminescence, activation; response scale: 0% is enzyme alone, no compound | Potency, µM (doses to about 57.5 µM), for the others: at the top dose activation, actives largely listed as activators | hit rate 0.34% among 260,000 | AID 1631, 2009; also: potency is read from the fitted curve at half-maximal effect; % is scaled to controls: 0 for no effect and ±100 for the full control effect; nearly all actives have a fitted effect of over 55% in size
#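 Purified hPK-M2 (>95% pure) converted ADP (0.1 mM final) to ATP with 0.5 mM PEP in 50 mM imidazole pH7.2, KCl, MgCl2, Tween 20, BSA; 1 h at room temperature. ATP detected by Kinase-Glo luminescence.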
# Gal4-VP16 FLuc: VP16 counterscreen qHTS for inhibitors of ROR gamma transcriptional activity. Drosophila S2 Gal4-VP16 UAS-luciferase, luminescence, 20 h. Potency, µM (series often up to 53.6 µM), for the others: at the top dose activity, negative = inhibition, usual class: inhibitors. hit rate 3.5% among 310,000;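 also: Gal4-VP16 expression switched on by copper sulfate through the metallothionein promoter; potency is read from the fitted curve at half-maximal effect; % is scaled to controls: 0 for no effect and ±100 for the full control effect; nearly all actives have a fitted effect of over 50% in size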
# ELG1 DNA repair: qHTS screen for small molecules that inhibit ELG1-dependent DNA repair in human embryonic kidney (HEK293T) cells expressing luciferase-tagged ELG1; HEK293T ELG1-luciferase reporter, luminescence, 16 h; DNA damage induced by 5-fluorouridine; Potency, µM (doses to about 46.1 µM), for the others: at the highest dose activity change, negative = inhibition, usual class: inhibitors; hit rate 2.3% among 330,000; AID 504467, 2011; also: potency is read from the fitted curve at half-maximal effect; % is scaled to controls: 0 for no effect and ±100 for the full control effect; nearly all actives have a fitted effect of over 55% in size
#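 Luminescence from the luciferase reporter, measured 30 min after ONE-Glo reagent at room temperature, was the read-out. Beforehand, 2,000 cells per well were exposed for 16 hr at 37 °C to 5-fluorouridine together with compound or vehicle.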
# MBNL1-CUG inh: qHTS Assay for Inhibitors of MBNL1-poly(CUG) RNA binding; Potency, µM (series often up to 57.5 µM), without a hit: at the highest dose activity change, negative = inhibition, usual class: inhibitors; hit rate 0.036% among 280,000; TR-FRET MBNL1-His/biotin-(CUG)12 binding, 665/545 ratio; AID 2675, 2010; Muscleblind-like protein 1 (Homo sapiens), Q9NR56; active = well fitted inhibition curve with a large enough effect in the signal ratio, with a control signal flat, not every such curve was filed as active; inconclusive = small, poorly fitted or top-dose-only effect, or effect the other way, or a change in a side signal; inactive = no such curve, though single readings can be large or run the other way; the % refers to the signal ratio; also: potency is read from the fitted curve at half-maximal effect; % is scaled to controls: 0 for no effect and ±100 for the full control effect
#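 Inhibition of protein-RNA binding appears as loss of TR-FRET between terbium anti-His antibody on MBNL1-His and streptavidin-XL665 on biotin-(CUG)12. Activity is normalized to buffer-only and uninhibited-complex controls.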
# Mito fusion yeast: qHTS Assay for Small Molecule Inhibitors of Mitochondrial Division or Activators of Mitochondrial Fusion | Potency, µM (series often up to 46.1 µM), for inactives: at the top dose growth rescue (activation), most hits filed as activators | S. cerevisiae fusion-defective mutant growth rescue, CellTiterGlo 48 h | AID 485298, 2010 | hit rate 0.23% among 320,000;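 also: potency is read from the fitted curve at half-maximal effect; % of control where 0% means no effect; nearly all actives have a fitted effect of over 45% in size; temperature-sensitive fusion mutants such as fzo1-1 at 37 °C on non-fermentable ethanol glycerol medium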
#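 Read-out: ATP-based luminescence (CellTiterGlo, 10 min ambient) reporting growth of fusion-defective ts yeast after 48 hours at 37C on glycerol/ethanol YPEG medium in the presence of compound.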
# Menin MLL FP TR: qHTS Assay for Inhibitors Targeting the Menin-MLL Interaction in MLL Related Leukemias: Competition With Texas Red Labeled MLL-derived Mutant Peptide; Potency, µM (doses to about 61.6 µM), without a hit: at the top dose FP activity change, negative = inhibition, actives largely listed as inhibitors; hit rate 0.23% among 270,000; AID 1768, 2009; Menin + Texas Red MLL mutant peptide, fluorescence polarization; O00255; active = well fitted inhibition curve with a large enough effect in the polarisation, with a control signal flat, not every such curve was filed as active; inconclusive = small, poorly fitted or top-dose-only effect, or effect the other way, or a change in a side signal; inactive = no such curve, though single readings can be large or run the other way; the % refers to the polarisation; also: potency is read from the fitted curve at half-maximal effect; % of control where 0% means no effect; many of its hits are not listed in these tables
# Target sequence (O00255 whole entry, looked up): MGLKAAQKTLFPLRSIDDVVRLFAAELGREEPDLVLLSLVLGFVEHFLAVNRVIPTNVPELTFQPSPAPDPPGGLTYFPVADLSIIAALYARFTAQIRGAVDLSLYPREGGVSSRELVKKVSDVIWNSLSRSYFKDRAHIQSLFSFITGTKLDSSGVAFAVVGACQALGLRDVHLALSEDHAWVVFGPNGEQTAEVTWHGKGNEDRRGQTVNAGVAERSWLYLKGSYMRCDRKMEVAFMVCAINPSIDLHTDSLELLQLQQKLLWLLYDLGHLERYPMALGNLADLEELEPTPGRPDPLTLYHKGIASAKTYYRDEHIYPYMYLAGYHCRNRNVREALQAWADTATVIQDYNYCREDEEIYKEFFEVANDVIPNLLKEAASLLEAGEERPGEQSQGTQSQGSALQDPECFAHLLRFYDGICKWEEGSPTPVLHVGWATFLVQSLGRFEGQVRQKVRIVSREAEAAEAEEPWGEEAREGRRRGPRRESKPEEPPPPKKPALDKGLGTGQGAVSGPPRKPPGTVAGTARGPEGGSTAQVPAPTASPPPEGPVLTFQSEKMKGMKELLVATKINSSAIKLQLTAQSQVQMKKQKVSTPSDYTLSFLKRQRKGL
# * marks the source's active call; other numbers are inactive results; ? = inconclusive; / = not tested or not shown; & = joins results of further samples; [ ] = remark or other dose. Unless noted, calls follow the shape of the dose curve; as a rule, active = well fitted curve in the direction sought with a large enough effect; inconclusive = small, poorly fitted or top-dose-only effect, or another doubt; inactive = no such curve, though single readings can be large; an effect the other way counts as inactive or inconclusive. The list is partial, so the mix of outcomes need not match the whole.
SMILES,RORgamma inh,FLuc modulator,KCNH2 3.1 inh,NPC1 prom act,Rab9 promoter act,PKM2 activator,Gal4-VP16 FLuc,ELG1 DNA repair,MBNL1-CUG inh,Mito fusion yeast,Menin MLL FP TR
OCCC1CN(C2CSCCSC2)CCN1Cc1ccccc1 (stereo unspecified),-29%,0%,2,3%,-1%,-4%,-21%,5%,4%,2%,2%
Oc1ccc2oc3c(c2c1)CCCC3,19%,?,-3,1%,3%,-4%,-3%,0%,-16%,2%,16%
O=C(c1ccc(Cl)cc1)C1C2C(=O)N(c3ccccc3)C(=O)C2C2CCCN21 (stereo unspecified),-31%,-9%,-3,-4%,13%,-5%,-3%,0%,19%,-6%,7%
COCc1cc(C)nc(N/N=C/c2ccc(Cl)c(Cl)c2)c1C#N,-2%,10%,4,-4%,3%,5%,0%,6%,-10%,2%,2%
CC1CCN(C(=O)Oc2ccccc2)CC1,5%,?,7,5%,-1%,2%,23%,-14%,-1%,-4%,8%
COc1ccc(NC(=O)C(CCS(C)(=O)=O)NC(C)=O)cc1 (stereo unspecified),-11%,-3%,1,2%,-3%,?,4%,-8%,-10%,-1%,-7%
Cc1ccccc1Oc1ccc(-c2nc(N)nc(N)n2)cc1,22%,-19%,0,-1%,9%,6%,-2%,-3%,-13%,-10%,17%
O=C(O)c1ccc(NC(=O)c2ccccc2NC(=O)c2ccccc2Br)cc1,4%,17µM*,-17,0%,1%,-2%,-12%,8%,-6%,0%,8%
O=C(Nc1ccnn1C1CCN(C(=O)c2cc(Cl)ccc2F)CC1)C1CCOC1 (stereo unspecified),29%,-1%,2,-3%,2%,/,2%,10%,-4%,12%,3%
CC1CCCN(C(=O)c2cc3c(-c4ccc(Cl)cc4)nn(C)c3s2)C1 (stereo unspecified),?,6%,7,0%,-4%,6%,-13%,?,-2%,1%,-10%
COc1ccc(CN2CCOCCOCCOCCOCC2)cc1,1%,1%,-22,-1%,2%,1%,0%,-1%,-7%,-3%,/
CC(C)CCN1CCN(Cc2cn[nH]c2C2CCCCC2)CC1CCO (stereo unspecified),-27%,0%,4,-9%,-10%,-1%,5%,-5%,-2%,4%,-14%
O=C(OCC(=O)N1CCN(C(=O)c2ccco2)CC1)c1sc2ccccc2c1Cl,-11%[10 µM],-11%,3,-1%,-8%,1%,0%,0%,14%,0%,1%
Cc1cc(NC(=O)CSc2cn(CCNC(=O)c3ccc(F)cc3)c3ccccc23)no1,-13%,17µM*,-12,1%,0%,0%,1%,-23%,10%,-1%,40%[activator]
Cc1cccc(NC(=O)C2CCCN(S(=O)(=O)c3ccc4c(c3)oc(=O)n4C)C2)c1 (stereo unspecified),35%,6%&-4%,10,0%,-13%,-1%,-1%,2%,8%,0%,/
CNC(=O)COC(=O)/C=C/c1ccco1,0%,3%,4,-1%,0%,-19%,-10%,6%,17%,-5%,-2%
CNC(=O)COc1ncnc2sc(C)c(C)c12,-7%,?,-3,-1%,-3%,-7%,-15%,4%,4%,-3%,13%
O=C(Nc1ccccc1C(=O)NCCc1ccccc1)c1ccco1,1%,?,-10,?,28%,0%,2%,?,0%,9%,44%[activator]
Clc1ccc(CNC2CCN(Cc3ccccc3)CC2)cc1,0%[1.91 µM],1%,-26,1%,-3%,-2%,1%,-6%,2%,-8%,?
Fc1ccc(C2CC(c3ccco3)=NN2c2ccccc2)cc1 (stereo unspecified),1%,?,-8,-4%,-7%,-1%,-11%,-3%,12%,9%,-14%
OC(C#Cc1ccccn1)c1cccs1 (stereo unspecified),10µM*,?,4,-1%,-26%,?,4.5µM*,?,8%,-12%,-14%
O=S(=O)(c1ccc(OCC(O)CNC23CC4CC(CC(C4)C2)C3)c(Cl)c1)N1CCOCC1 (stereo unspecified),?,-1%,0,-1%,-11%,6%,-9%,-16%,-5%,0%,-5%
O=C(O)CCCC(=O)Nc1nc(-c2ccccc2)cs1,-11%,-18%,36,-11%,0%,19%,?,7%,-6%,-4%,3%
CCCCCCCCCC(=O)N/N=C/c1ccc(C)s1,-1%,6%,-2,0%,3%,-3%,7%,?,0%,21%,/
CC(C)C(NC(=O)c1ccc(F)cc1)C(=O)OCC(=O)N1CC(=O)Nc2ccccc21 (stereo unspecified),11%,5%,3,1%,-3%,6%,-7%,-20%,/,2%,-7%
CCOC(=O)C1=C(C)NC2=C(C(=O)CC(C)(C)C2)C1c1cccc(C)n1 (stereo unspecified),-4%,-2%,1,0%,1%,1%,-21%,0%,1%,8%,-2%
Cc1ccc(S(=O)(=O)N(CC(O)CN2CCCCC2)c2cccc([N+](=O)[O-])c2)cc1 (stereo unspecified),-25%,-1%,-46,3%,5%,-7%,0%,-1%,23%,-15%,-7%
Cc1cc(C)c(NC(=O)C(C)Sc2nnc(-c3ccco3)n2-c2ccccc2)c(C)c1 (stereo unspecified),?,3%,/,-4%,4%,0%,-3%,-1%,11%,2%,-8%
O=C(NCCc1ccc(F)cc1)c1coc(=O)c(Br)c1,-24%,-1%,1,-4%,8%,/,6%,?,?,-6%,22%
O=C(O)CCC(=O)Nc1ccc(C(=O)N2CCCCC2)cc1,14%,1%,17,-1%,4%,-3%,-10%,22%,4%,-3%,-17%
CCOc1ccc(NC(=O)[C@@H]2CCCN2C(=O)c2cccs2)cc1S(=O)(=O)N1CCOCC1,/,0%,6,-1%,-7%,/,/,24%,/,-5%,/
CCC1Oc2ccccc2N(CC(=O)NCCCN2CCCCC2C)C1=O (stereo unspecified),22%,1%,2,-2%,2%,-6%,-1%,8%,-10%,2%,0%
O=C(CSc1nnc(CNC(=O)c2ccccc2)o1)NCc1ccccc1Cl,12%,4%,-4,6%,8%,4%,-2%,1%,3%,-11%,/
Cn1c(=O)c2c(nc(CN3CCN(Cc4ccccc4)CC3)n2CCN2CCOCC2)n(C)c1=O,1.6µM*,2%,10,-1%,-1%,-6%,2%,1%,-4%,-1%,-18%
Cc1ccc(S(=O)(=O)Oc2cccc(/C=N/n3cnnc3)c2)cc1,2%,-6%,-10,21%,15%,0%,?,?,?,-4%,-6%
CC(C)OCCCn1c(-c2ccc(Br)cc2)c[nH]c1=S,1µM*,0%,2,-6%,0%,4%,2.8µM*,-10%,-3%,1%,-10%
CCc1ccccc1NC(=O)CSc1nnc(CCNC(=O)OC(C)(C)C)o1,33%,-3%,6,-5%,2%,3%,-8%,-2%,-6%,-2%,/
CCc1ccccc1NC(=O)CN1CCN(CC(=O)Nc2ccc(-c3ccccc3)cc2)CC1,-2%,1%,-12,-1%,1%,/,-12%,-1%,1%,-3%,?
CC1(C)Cc2c(sc3c2c(=O)n(-c2ccc(Cl)cc2)c(=O)n3CC(N)=O)CO1,3%,-1%,-15,-3%,1%,7%,-2%,?,/,7%,/
CSc1nsc(SCC(=O)Nc2ccc(F)cc2F)n1,24%,/,-8,19%,18%,/,7%,?,2%,-1%,53%[activator]
Cc1cc(OCC(=O)NCCc2ccc(S(N)(=O)=O)cc2)c2c(C)cc(=O)oc2c1,-19%,-1%,2,1%,-5%,3%,-1%,1%,4%,12%,19%
O=C(NN1CC(C(=O)OCc2ccc(Cl)cc2Cl)CC1=O)c1ccccc1 (stereo unspecified),20%,6%,11,0%,-3%,0%,17%,6%,-3%,-3%,/

# Assay outcomes from PubChem.
